FBW7 activator – human FBW7 E3 ligase activation, primary screen; normalized activity (activation), % at 26.1 µM; Q969H0; hit rate 0.13% among 650,000; AlphaScreen FBW7–phospho-cyclin E peptide binding, activator screen; AID 1259310; in the data active = normalized activity above about 1.9%;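 also: purified mutant Fbw7 with reduced substrate affinity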
GPR151 activ – activators of human GPR151. Q8TDV0. PathHunter beta-arrestin GPR151 cells, luminescence. activation, % at 11.2 µM. hit rate 1% among 650,000. AID 1508602; in the data active = activation above about 4.9%;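 also: 0% = median of compound wells and 100% = cells with positive control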
Target sequence (Q8TDV0 whole entry, looked up): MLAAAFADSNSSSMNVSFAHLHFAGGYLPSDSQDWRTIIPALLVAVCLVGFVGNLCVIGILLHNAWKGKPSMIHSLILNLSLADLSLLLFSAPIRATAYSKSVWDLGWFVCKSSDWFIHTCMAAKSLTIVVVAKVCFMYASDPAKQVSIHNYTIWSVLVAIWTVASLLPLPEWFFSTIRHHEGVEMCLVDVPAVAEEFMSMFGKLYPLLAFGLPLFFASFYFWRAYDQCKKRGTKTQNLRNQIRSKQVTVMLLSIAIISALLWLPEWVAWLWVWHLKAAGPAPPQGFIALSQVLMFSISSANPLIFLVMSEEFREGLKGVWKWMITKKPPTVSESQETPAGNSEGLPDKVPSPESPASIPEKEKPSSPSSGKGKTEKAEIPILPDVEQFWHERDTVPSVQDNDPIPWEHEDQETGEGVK
MITF inh – human MITF inhibition, primary screen; hit rate 0.91% among 650,000; inhibition, % at 2.6 µM; AlphaScreen MITF homodimerization, bead proximity signal; O75030; in the data active = inhibition above about 50%;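 also: 0% = vehicle wells with protein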
Target sequence (O75030 whole entry, looked up): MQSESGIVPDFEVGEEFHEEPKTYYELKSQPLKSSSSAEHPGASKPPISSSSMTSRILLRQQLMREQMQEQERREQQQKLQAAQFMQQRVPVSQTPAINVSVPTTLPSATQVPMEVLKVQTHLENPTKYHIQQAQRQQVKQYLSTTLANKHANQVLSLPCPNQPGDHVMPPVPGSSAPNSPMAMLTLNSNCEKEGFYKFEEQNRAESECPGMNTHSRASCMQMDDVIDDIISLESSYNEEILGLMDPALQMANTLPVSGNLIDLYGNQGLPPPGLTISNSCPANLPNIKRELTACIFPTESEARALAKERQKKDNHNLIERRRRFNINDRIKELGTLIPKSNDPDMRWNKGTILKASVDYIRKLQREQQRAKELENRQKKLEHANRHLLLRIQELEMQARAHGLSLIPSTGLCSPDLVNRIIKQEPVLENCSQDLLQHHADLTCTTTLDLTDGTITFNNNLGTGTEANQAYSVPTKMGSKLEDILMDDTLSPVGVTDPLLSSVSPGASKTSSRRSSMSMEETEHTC
TEAD-YAP block – TEAD-YAP interaction inhibition; HEK-TIYL cells, TEAD-Gal4/YAP UAS-luciferase luminescence; inhibition, % at 9.12 µM; hit rate 1.4% among 640,000; in the data active = inhibition above about 32%;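 also: 0% = median of test compound wells and 100% = reference inhibitor wells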
An asterisk follows results filed as active; & = joins results of further samples.

SMILES	FBW7 activator	GPR151 activ	MITF inh	TEAD-YAP block
CCOc1cc(-c2nc3cnccn3c2NC(C)(C)C)ccc1O	0.1	0.7	21.1	6.2
COc1ccc(S(=O)(=O)N(C)CC(=O)Nc2ccccc2C(F)(F)F)cc1OC	0.2	0.1	11.0	2.1
CCOC(=O)NN1C(=O)c2ccccc2NC1c1ccccc1F (centres undefined)	0.2	-0.3	9.6	4.8
CN(C)c1ccc(NC(=O)CSc2nc3ccsc3c(=O)n2CCCCCC(=O)O)cc1	0.0	-1.9	8.0	-6.2
CC(C)c1ccc(NC2=NS(=O)(=O)c3cc([N+](=O)[O-])ccc32)cc1	-0.1	-0.5	-2.9	7.1
CCOC(=O)C1CCN(Cc2oc(CO)cc(=O)c2O)CC1	0.0	-1.2	13.7	-3.6
CC(C)/C=N/NC(=O)c1nnn(-c2nonc2N)c1-c1cccc([N+](=O)[O-])c1	0.1	2.0	-15.8	4.7
COC(c1ccccc1)c1nnc(CCC(=O)N2CCCCCCC2)o1 (centres undefined)	0.0	0.3	1.4	4.2
O=C(Nc1cc(Br)ccc1O)C1CC(c2c(F)cccc2Cl)=NO1 (centres undefined)	0.9	-1.1	18.5	4.7
O=C(NCCc1ccccc1)c1ccc(OC2CCN(C(=O)C3CCCC3)CC2)cc1	0.1	0.5	7.5	17.8
CCN(C(=O)/C=C/c1ccccc1)c1ccccc1	-0.2	0.8	-6.7	-28.2
COc1ccc(C2=NN(c3ccc([N+](=O)[O-])cc3)C(=O)/C2=C\N(C)C)cc1	0.0	-0.3	-3.0	-7.3
CC(C)OCCCNC(=O)CCSc1ccc(Cl)cc1	-0.1	0.5	2.1	-7.1
CCOC(=O)c1ccccc1NC(=O)C1c2ccccc2C(=O)N(c2ccc(OC)cc2)C1c1ccc(OC)cc1 (centres undefined)	0.2	-0.2	10.7	8.8
COCCCNC(=O)COc1ccc(Br)c(C)c1	-0.1	-1.4	2.2	-6.5
CCC(CC)C(=O)Nc1c2c(nn1C(C)(C)C)CS(=O)(=O)C2	0.7	0.7	-8.6	-7.6
CC1=C(C(=O)OCc2ccccc2)C(c2cccs2)NC(=O)N1 (centres undefined)	-0.1	-0.8	9.2	-4.7
COc1cc(CO)cc(Br)c1OCc1cccc([N+](=O)[O-])c1	-0.4	2.7	-3.1	9.1
CN1C(=O)C(O)(CC(=O)c2ccc3c4c(cccc24)CC3)c2ccccc21 (centres undefined)	0.1	-0.4	8.7	3.1
COc1ccc(C(CNCC(O)COCc2ccc(Cl)cc2)N(C)C)cc1 (centres undefined)	-0.3	-0.2	19.0	-3.3
C=CCn1c(SCC(N)=O)nnc1-c1ccc(OC)cc1	-0.1	-1.3	1.7	-1.7
O=C1N[C@@H](Cc2ccccc2)C(=O)N2CCN(Cc3cccc4ncccc34)C[C@H]12	0.7	-0.3	10.6	-0.9
O=C1CCCN1CCCNc1cc(Nc2ccc3ncccc3c2)ncn1	-0.2	-1.3	6.8	-7.6
COc1cc(/C=C2/SC(=Nc3cccc(C)c3)NC2=O)ccc1OCc1cccc(C)c1	0.3	-0.5	11.4	-2.5
COC(=O)C1=C(O)/C(=C/c2cc(C)n(-c3ccccc3C(F)(F)F)c2C)N=C1C	0.0	-0.8	5.5	0.0

Among those listed so far, four contain a nitro group on carbon.
SMILES	FBW7 activator	GPR151 activ	MITF inh	TEAD-YAP block
CC(C)c1ccc(NC2=NS(=O)(=O)c3cc([N+](=O)[O-])ccc32)cc1	-0.1	-0.5	-2.9	7.1
CC(C)/C=N/NC(=O)c1nnn(-c2nonc2N)c1-c1cccc([N+](=O)[O-])c1	0.1	2.0	-15.8	4.7
COc1ccc(C2=NN(c3ccc([N+](=O)[O-])cc3)C(=O)/C2=C\N(C)C)cc1	0.0	-0.3	-3.0	-7.3
COc1cc(CO)cc(Br)c1OCc1cccc([N+](=O)[O-])c1	-0.4	2.7	-3.1	9.1

More records follow:
SMILES	FBW7 activator	GPR151 activ	MITF inh	TEAD-YAP block
Cc1cccc(C(=O)NCC2COC3(CCCC3)O2)c1 (centres undefined)	-0.1	-0.1	13.7	-18.1
O=C(Oc1ccc(Br)cc1)c1cc(S(=O)(=O)N2CCOCC2)cs1	0.2	-0.5	2.0	6.3
O=C(OCc1cc(=O)oc2cc(O)ccc12)c1ccc(Br)cc1	0.0	2.9	23.3	-1.9
Cc1cccc(CC(=O)Nc2cccc(-c3ccc4nncn4n3)c2)c1	0.0	-1.1	13.2	0.4
Cn1c(=O)[nH]c(N2CCOCC2)c(Cc2ccc(Br)cc2)c1=O	0.4	-1.7	10.7	1.2
CCOc1ccc(OCC)c(NC(=O)CCS(=O)(=O)c2ccc(OC)cc2)c1	-0.1	-1.2	-3.5	-0.2
CCOCCOC(=O)c1ccc(NC(=O)COc2ccc(C)cc2C(C)(C)C)cc1	1.1	-2.0	0.5	4.1
CCOC(=O)c1cnn(-c2ccccc2)c1NC(=O)Cc1ccc(Cl)cc1	0.2	1.8	15.1	2.1
COc1ccc(Cl)cc1C(=O)NCCc1c(C)[nH]c2ccccc12	0.1	0.1	9.3	-6.4
COc1ccc(Cl)cc1NC(=O)CCS(=O)(=O)c1ccccc1	0.0	-1.1	23.5	10.2
CN1C(c2ccccc2)CC(O)CC1c1ccccc1 (centres undefined)	0.4	-0.2	14.4	1.7
CC(C)(C)n1nc2c(c1NC(=O)c1c(F)cccc1F)CSC2	0.1	7.6*	42.5	7.0
Cc1ccc(OCC(=O)NC(=S)Nc2ccccc2[N+](=O)[O-])cc1	0.1	-0.3	12.7	3.4
Cc1ccc(NC(=O)CCn2cccc2)cc1F	-0.1	-1.0	7.8	-5.1
CC1CCc2sc(NC(=O)c3cccs3)c(C#N)c2C1 (centres undefined)	0.0	1.0	6.3	-63.2
COc1ccc(Oc2coc3cc(OCC(=O)OCC(C)C)ccc3c2=O)cc1	0.0	2.6	-1.3	-19.9
O=S(=O)(Nc1ccccc1Cl)c1ccc2nsnc2c1	0.0	0.0	-4.3	3.2
COc1ccc2cc(C#N)c(SCC(=O)Nc3cccc(F)c3)nc2c1	0.1	-0.1	11.4	-1.2
COc1ccc2[nH]c3c(=O)n(CCCCC(=O)NCCNC(C)=O)c(=S)[nH]c3c2c1	0.6	-0.2	11.2	0.1
COc1ccc(NC(=S)NC(=O)c2ccccc2)cc1	0.4	-1.7	13.1	-25.7
O=S(=O)(c1ccc(Nc2nccc(-c3ccccc3)n2)cc1)N1CCOCC1	0.3	0.0	-6.5	-3.4
O=C(/C=C/c1cccc([N+](=O)[O-])c1)Nc1cc(Cl)ccc1Cl	-0.1	-0.5	15.4	3.7
N=c1oc2c(Cl)cc(Cl)cc2cc1C(=O)Nc1ccc(F)cc1	-0.1	0.3	13.2	2.4
COc1ccc(C2Nc3ccccc3C(=O)N2Cc2ccccc2)cc1Cn1nc(C)c(Br)c1C (centres undefined)	-0.1	-1.5	-21.9	7.2
CC(Cc1ccco1)NC(=O)Nc1cccs1 (centres undefined)	-0.6	-1.2	9.7	5.3

Quoted from the listing.
Result for COc1ccc2cc(C#N)c(SCC(=O)Nc3cccc(F)c3)nc2c1 in GPR151 activ: -0.1
Result for Cc1cccc(CC(=O)Nc2cccc(-c3ccc4nncn4n3)c2)c1 in MITF inh: 13.2

New compounds follow:
SMILES	FBW7 activator	GPR151 activ	MITF inh	TEAD-YAP block
CCCCOc1ccc(NC(=O)c2sc3nc4c(c(-c5cccs5)c3c2N)CCCC4)cc1	-0.1	1.7	-8.6	-0.5
CCOc1ccc(-n2cc(-c3ccccc3)c3c(NC(C)CCCN(CC)CC)ncnc32)cc1 (centres undefined)	0.3	-0.9	12.5	12.1
COC(=O)c1ccc2c(=O)n(CCN3CCOCC3)c(SCc3ccc(OC(F)(F)F)cc3)nc2c1	0.0	1.3	-1.2	3.0
O=C(Cc1cn(-c2ccc(N3CCCC3CO)nn2)c2ccccc12)NC1CC1 (centres undefined)	-0.1	-0.7	2.1	-7.5
COCCOC(=O)C1=C(C)NC2=C(C(=O)CC(c3cccs3)C2)C1c1cccs1 (centres undefined)	0.0&0.3	0.3&-0.9	-17.3&13.7	-4.8&11.1
CCOC(=O)c1c(N/N=C/c2ccc(Cl)c(Cl)c2)n[nH]c1C	-0.1	1.8	12.7	-40.4
CCOC(=O)c1ccc(NC(=O)CSc2nnc(C(F)(F)F)n2N)cc1	0.0	0.5	7.0	-5.4
COC(=O)C1=C(C)N(Cc2ccccc2)C(=O)/C1=C\c1c(Cl)cccc1Cl	0.5	-0.8	7.7	-5.7
O=C(NCc1ccc(F)cc1)c1ccc(CNc2c(N3CCOCC3)c(=O)c2=O)cc1	0.0	0.0	1.1	4.0
Cc1cc(N2CCOCC2)nc2ccc(NC(=O)COc3ccc(Cl)cc3)cc12	0.4	-0.1	18.5	-8.8
CCOC(=O)/C(C#N)=C/c1ccc(-c2ccccc2OC)o1	0.2	0.5	10.5	-22.7
COc1ccccc1/C=N/Nc1cc(N2CCOCC2)ncn1	0.0	1.2	15.5	-8.7
CCCCN(CC)CCNC(=O)CCNC(=O)Cn1cnc2ccccc2c1=O	0.1	1.0	11.0	-3.8
CCn1c(SCC(=O)c2ccc(C)cc2)nnc1-c1ccccc1N	0.0	0.9	1.4	4.2
CCCC(=O)Nc1ccc(C(N)=O)cc1	-0.1	0.2	9.3	-1.3
COc1ccc2nc(Nc3nc(-c4ccccn4)cs3)sc2c1	-1.8	1.3	51.4*	49.1*
CCOC(=O)c1cccc(NC(=O)C(=O)Nc2ccc3nc4n(c(=O)c3c2)CCCCC4)c1	-0.2	-1.2	-11.8	0.4
COc1ccc(C2SCCN2S(=O)(=O)c2cccc([N+](=O)[O-])c2)cc1OC (centres undefined)	-0.1	0.9	-7.0	-4.7
COC(=O)CN(C(=O)c1ccc2ccccc2n1)c1ccccc1C(=O)O	0.6	-1.4	17.2	-6.8
COc1ccc(-c2nn[nH]n2)cc1	0.2	-1.1	-9.1	-1.4
O=C(CCC1(Cc2ccco2)CCC(=O)N1)NCc1cccc(-n2cccn2)c1 (centres undefined)	0.0	-0.2	9.4	5.8
O=C(Nc1ccc(O)cc1C(=O)O)c1ccccc1Cl	0.5	1.3	13.8	2.9
CCOC(=O)N1CCN(C(=O)C2CC23CCN(C2CCSCC2)CC3)CC1 (centres undefined)	0.2	-0.2	1.1	8.7
N/C(=C\C(=O)/C=C/c1cccs1)C(Cl)(Cl)Cl	0.0	0.4	8.8	10.3
COc1cc(OC)cc(-c2nnc(SCC(=O)Nc3ccc(F)cc3)o2)c1	-0.1	1.6	-0.9	-11.3

Following part:
SMILES	FBW7 activator	GPR151 activ	MITF inh	TEAD-YAP block
O=C(CSc1nnc(-c2ccccn2)n1-c1ccccc1Cl)N1CCOCC1	-0.1	0.3	17.6	3.9
CCn1c(NC(=O)C2CCCCC2)nc2ccccc21	0.0	-1.0	-31.7	6.6
CCC1(CCC(=O)N2CCCOc3c(cccc3OC)C2)CCC(=O)N1 (centres undefined)	0.0	-1.5	2.4	-9.8
CCc1nnc(-c2cccc(OCC(=O)Nc3ccccc3C)c2)o1	-0.2	-1.6	3.2	-6.8
O=C(CN1C(=O)c2ccccc2C1=O)Nc1nc(-c2ccc(F)cc2)cs1	-0.1	-1.0	-3.3	-5.0
CS(=O)(=O)N(CC(=O)Nc1ccc(I)cc1)Cc1ccccc1	0.0	2.3	-1.8	6.1

Nothing new here: an excerpt of the list.
SMILES	FBW7 activator	GPR151 activ	MITF inh	TEAD-YAP block
CCc1nnc(-c2cccc(OCC(=O)Nc3ccccc3C)c2)o1	-0.2	-1.6	3.2	-6.8
O=C(CN1C(=O)c2ccccc2C1=O)Nc1nc(-c2ccc(F)cc2)cs1	-0.1	-1.0	-3.3	-5.0

Rewritten in CSV form: entries from further up.
SMILES,FBW7 activator,GPR151 activ,MITF inh,TEAD-YAP block
CCn1c(NC(=O)C2CCCCC2)nc2ccccc21,0.0,-1.0,-31.7,6.6
O=C(CN1C(=O)c2ccccc2C1=O)Nc1nc(-c2ccc(F)cc2)cs1,-0.1,-1.0,-3.3,-5.0
O=C(CSc1nnc(-c2ccccn2)n1-c1ccccc1Cl)N1CCOCC1,-0.1,0.3,17.6,3.9

Bioassay records deposited in PubChem BioAssay by The Scripps Research Institute Molecular Screening Center.
